TGFb SMAD3 inh: blocks TGF-b signaling; HepG2 CAGA-GFP TGF-b/SMAD3 reporter, GFP fluorescence, 18 h; TGF-beta stimulated, 500 pg/mL final; 410,000 compounds, 1.2% hits; Potency, µM (titrated, usually from 46.1 µM), without a hit: at the top dose activity, negative = inhibition, most hits filed as inhibitors; note: potency is the fitted concentration of half-maximal effect; % is set by controls: 0 for no effect and ±100 for the full control effect; nearly all actives have a fitted effect of over 65% in size
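Smad-responsive CAGA-GFP expression was quantified in HEPG2 cells exposed to compounds and 500 pg/mL final TGF-beta for 18 h at 37 degrees C; unstimulated wells defined full inhibition.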
ATXN2 expr inh: inhibitors of ATXN2 expression; 360,000 compounds, 0.72% hits; HEK-293 ATXN2-luciferase reporter, luminescence, 24 h; Potency, µM (doses to about 57 µM), for the others: at the top dose activity change, negative = inhibition, hits mostly inhibitors; AID 1745845; note: potency is the fitted concentration of half-maximal effect; % is set by controls: 0 for no effect and ±100 for the full control effect; nearly all actives have a fitted effect of over 55% in size
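qHTS (up to 57 uM final) was run with 24 h compound exposure of reporter cells at 37 °C. Each well was multiplexed: SteadyGlo luminescence measured ATXN2-luciferase expression after a fluorogenic Gly-Phe-AFC viability readout (25 uM final).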
S2 tox: cell viability loss in ATXN counter-screen. S2 cells (HEK-293 line with an ATXN2-luciferase reporter) viability, CellTiter-Fluor protease fluorescence, 24 h. Potency, µM (top dose mostly 56.7 µM), hits mostly cytotoxic. 400,000 compounds, 0.49% hits. AID 651635; note: potency is the fitted concentration of half-maximal effect; nearly all actives have a fitted effect of over 40% in size
A549 viability: counter-screen for Nrf2 inhibitors: cytotoxicity in A549 cells; AID 504648; Potency, µM (series often up to 46 µM), for the others: at the top dose activity change, negative = cytotoxicity, hits mostly inhibitors; A549 ARE-Fluc cells, CellTiter-Fluor viability, 18-24 h; 390,000 compounds, 0.16% hits; note: potency is the fitted concentration of half-maximal effect; % is set by controls: 0 for no effect and ±100 for the full control effect
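A549 ARE-Fluc cells in 5% FBS OPTI-MEM, 5000 cells/well, rested 2 h then exposed to compounds in concentration-response for 18-24 h at 37 °C. Viability by CellTiter-Fluor fluorescence (Ex 405/Em 525) after 30 min; luciferase luminescence (BugLite, 15 min, RT) read afterwards.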
Nrf2 inh: blocks Nrf2 signaling | AID 504444 | Potency, µM (titrated, usually from 46 µM), without a hit: at the top dose activity change, negative = inhibition, most hits filed as inhibitors | A549 ARE-Fluc reporter, luciferase luminescence, 18-24 h | 360,000 compounds, 2.1% hits; note: potency is the fitted concentration of half-maximal effect; % is set by controls: 0 for no effect and ±100 for the full control effect; nearly all actives have a fitted effect of over 60% in size
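A549 ARE_Fluc cells, 5000/well, 5% FBS OPTI-MEM; compounds in dose-response, 18-24 h at 37 °C/5% CO2; CellTiter-Fluor viability read (Ex 405/Em 525), then BugLite luciferase luminescence = Nrf2 activity.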
HepG2 viability: HepG2 cytotoxicity, counter-screen for TGF-b inhibitors | HepG2 CAGA-GFP viability, ATP luminescence, 18 h | Potency, µM (series often up to 46.1 µM), inactives show at the top dose activity change, negative = cytotoxicity, actives largely listed as cytotoxic | 410,000 compounds, 0.76% hits | AID 588856; note: potency is the fitted concentration of half-maximal effect; some results filed as inactive show a strong effect at the top dose
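CellTiter-Glo luminescence gave cytotoxicity after 18 hours at 37 degrees C. The cells were HepG2 CAGA-GFP in 1% FBS DMEM, stimulated with 500 pg/mL TGF-beta after compound addition. %Activity was normalised to no-cell wells (complete cell-killing) and DMSO (no toxicity), and curves were fitted and classified.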
MCF10A rereplic: DNA re-replication induction in MCF 10a cells; MCF 10A DNA re-replication, Hoechst nuclear intensity, 48 h; Potency, µM (series often up to 46.1 µM), without a hit: at the highest dose activity, positive = re-replication, most hits filed as activators; 350,000 compounds, 2.9% hits; note: potency is the fitted concentration of half-maximal effect; % of control where 0% means no effect; nearly all actives have a fitted effect of over 50% in size
Nrf2 ARE act: activators of Nrf2 (ARE) signaling | AREc32 ARE-luciferase reporter (MCF7-derived line), luminescence, 24 h | Potency, µM (series often up to 46.1 µM), inactives show at the top dose activation, usual class: activators | 410,000 compounds, 0.31% hits; note: potency is the fitted concentration of half-maximal effect; % of control where 0% means no effect; nearly all actives have a fitted effect of over 65% in size
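Luminescent ARE reporter assay in AREc32_Fluc cells: overnight plating at 37 deg C, 24 hr compound incubation, Steady-Glo added, 30 min RT before reading.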
IL1B secr inh: blocks inflammasome-driven IL-1 beta release; THP-1 LPS/ATP IL-1B secretion, AlphaLISA, 16 h; stronger effect = lower value; activity change, % at 57.5 µM; 360,000 compounds, 4.7% hits; in the data active = activity change below about -50%; inconclusive = mostly about -30% to -49%; note: % is set by controls: 0 for no effect and ±100 for the full control effect
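Secreted IL-1B measured by AlphaLISA bead assay after 16 h compound exposure of THP-1 cells; compounds (final up to 57.5 uM) added 1 h before LPS (250 ng/mL) and ATP (1.25 mM) stimulation; lower signal means less secretion.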
* marks the source's active call; other numbers are inactive results; i = inactive; u = inconclusive; x = no result given; [ ] = dose if it differs, or a comment. Unless noted, calls come from the whole dose curve; as a rule, active = well fitted curve in the direction sought with a large enough effect; inconclusive = small, poorly fitted or top-dose-only effect, or another doubt; inactive = no such curve, though single readings can be large; an effect the other way counts as inactive or inconclusive.

Every second line gives: IL1B secr inh | ATXN2 expr inh | HepG2 viability | Nrf2 inh | TGFb SMAD3 inh | Nrf2 ARE act | MCF10A rereplic | A549 viability | S2 tox
- C/C(=N\NC(=O)c1cccs1)c1c(O)cc(C)oc1=O
 : 1 | 62%[activator] | 21% | u | 1% | 2.9% | -1% | 3% | i
- CS(=O)(=O)N(CC(=O)N1CCCCCC1)c1ccccc1
 : -4 | -2% | -10% | -6% | -18% | -0.9% | 12% | -17% | i
- COc1ccc2c(c1)-c1nc(NC(=O)c3ccc(C)cc3)sc1CC2
 : x | x | -11% | -14% | u | 7.2% | x | -3% | x
- CC1CCN(CCCNC(=O)c2cc3sccc3n2C)CC1
 : 5 | -2% | 1% | x | -23% | -0.5% | 21% | -7% | i
- CCCCCCCCN1C(=O)[C@H](CC(=O)N2CCSCC2)C[C@@]2(C(=O)OCC)CCCC=C12
 : u | u | x | x | x | -0.4% | x | x | u
- O=C(C[C@@H]1C/C=C\C[C@@H](Cc2ccc(F)cc2)C(=O)OC[C@@H]2CCCN2C1=O)N[C@H](CO)Cc1ccccc1
 : -21 | -9% | -20% | -4% | -64% | 4.8% | -2% | -1% | i
- NC(=O)c1ccc(N2CCCCC2)c(N2C(=O)C3C4C=CC(C4)C3C2=O)c1 (stereo not given)
 : -8 | -8% | -6% | 11% | 1% | 0.3% | 0% | -21% | u
- Cc1ccccc1NS(=O)(=O)c1ccc(NC(=O)N2CCCCC2)cc1
 : -3 | 0% | -17% | -25% | u | 0.2% | 9% | -5% | i
- CN(C)CCCNC(=O)c1cc2sc3ccccc3c2s1
 : -118* | -33% | 20µM* | 4% | 0% | 11% | 7.3µM* | u | x
- CCOC(=O)N1CCN(C(=O)c2ccc(Cn3c(=S)[nH]c4cc5c(cc4c3=O)OCO5)cc2)CC1
 : -9 | -36% | 7% | 9.2µM* | 23% | 0.4% | 13% | u | i
- O=C(NNC(=O)c1ccc(S(=O)(=O)N2CCCC2)cc1)c1ccc(Br)cc1
 : -1 | -19% | -27% | -13% | 4% | -0.5% | 2% | -6% | u
- O=S1(=O)N=C(N2CCN(c3ccc(F)cc3)CC2)c2ccccc21
 : -9 | 8% | -8% | 7% | 4% | -0.2% | 0% | -4% | i
- CN(CC(=O)OCC(=O)NCC(F)(F)F)S(=O)(=O)c1ccc(Cl)cc1
 : 7 | -3% | 6% | 14% | -1% | -0.9% | 1% | -4% | i
- COc1cc(CNc2ncnc3c2ncn3[C@H]2CN(Cc3ccc(F)cc3)C[C@@H](CO)O2)cc(OC)c1OC
 : 0 | -1% | -19% | x | 18% | -0.2% | x | x | i
- COc1cc(/C=C2/NC(=O)N(Cc3ccccc3F)C2=O)cc(OC)c1O
 : -14 | 9% | -1% | 14% | 4% | 9.4% | u | 0% | i
- COc1ccc(C(C(=O)NC2CCCCC2)N(C(=O)CCl)c2ccc(Cl)cc2)cc1 (stereo not given)
 : -96* | 3.5µM* | -63% | -23% | -28% | 24% | u | -1% | 3.2µM*
- Cc1cnc(NC(=O)CN(C)S(=O)(=O)c2ccc(Cl)cc2)s1
 : 31 | -1% | -7% | -5% | -1% | -0.1% | u | -9% | i
- CSc1ncccc1C(=O)Nc1nc2ccc(Oc3ccccc3)cc2s1
 : -7 | x | -45% | 10µM* | u | 8.4% | u | -7% | i
- CCNS(=O)(=O)c1ccc(CCC(=O)O)cc1
 : -16 | 10% | 2% | 5% | -19% | 0.4% | 8% | 1% | i
- O=C(c1ccc(N2CCOCC2)c([N+](=O)[O-])c1)N1CCCCC1
 : 39 | -5% | 3% | -14% | 12% | -0.3% | 4% | -6% | i
- COc1ccc2c(=O)cc(C(F)(F)C(F)(F)F)oc2c1
 : 17 | 4% | -14% | 5% | 1% | -0.2% | -2% | 0% | i
- COc1ccc(C(C(C(=O)c2cccs2)N2CCOCC2)N2CCOCC2)cc1OC (stereo not given)
 : -1 | 10% | -5% | 4% | -1% | 3.2% | -2% | 0% | i
- O=C(Nc1nc2ccccc2[nH]1)c1cccc(Br)c1
 : 9 | 0% | -19% | u | -10% | u | 6% | 2% | i
- CC(=O)Nc1c(C(=O)O)oc2ccc(Cl)cc12
 : 0 | -3% | 1% | 8% | 8% | 4.3% | -5% | 0% | i
- COc1cc2c(cc1OC)CN(Cc1nc3ccsc3c(=O)[nH]1)CC2
 : 0 | u | -6% | -9% | 18% | 0.2% | -4% | -11% | i
- Cc1cccc(NCc2ccccc2O)c1
 : 0 | 8% | -13% | 1% | 0% | 1.8% | 1% | -10% | i
- CN1CCN(CCCNCc2cn(CCC#N)c3ccccc23)CC1
 : 1 | -10% | -11% | 3% | 2% | 0.1% | 15% | -2% | i
- CC[C@]12c3[nH]c4cc(CCC(=O)N(C)C)ccc4c3CCN1C(=O)[C@@H](CC(=O)NC(C)(C)C)C[C@@H]2C(=O)N1CCN(C(=O)c2ccco2)CC1
 : 8 | 21% | -2% | 1% | 17% | 6.4% | -5% | -1% | i
- CC1(C(=O)NS(=O)(=O)c2cccs2)CCN1C(=O)C1CCCCC1 (stereo not given)
 : 13 | -1% | -8% | x | 3% | -0.1% | x | x | i
- O=C(CSc1ncccn1)N1CCN(S(=O)(=O)c2ccccc2)CC1
 : 20 | 18% | -26% | -7% | -4% | 0.7% | 3% | 3% | i
- O=C(NC(=S)N1CCCCCC1)c1ccc(Cl)cc1Cl
 : 17 | -26% | -24% | -18% | -8% | 0.7% | 12% | 0% | i
- CCN(CC)S(=O)(=O)c1ccc(-c2nnc(SCC(N)=O)n2CC)cc1
 : 11 | 5% | 4% | 10% | 5% | -0.3%[9.22 µM] | -13% | -1% | i
- COc1ccc(CNC(=O)CSc2ncc3c(n2)-c2cc(Cl)ccc2N(C)S3(=O)=O)cc1
 : x | -5% | -2% | 10% | 0% | -1.3% | x | 3% | i
- Cc1cccc(C(O)c2ncc(-c3ccccc3Cl)[nH]2)c1C (stereo not given)
 : -9 | 6% | -12% | x | 14% | 0.0% | x | x | i
- Cc1cc(C)c2cc(C(O)c3nnnn3Cc3ccccc3)c(=O)[nH]c2c1 (stereo not given)
 : 1 | 1% | -7% | u | -10% | -0.4% | 2.6µM* | 2% | i
- O=C(Nc1cc(C(F)(F)F)ccc1N1CCOCC1)c1cn2ccccc2n1
 : 24 | -4% | -6% | -26% | -15% | 3.0% | 12% | -18% | i
- COCC(=O)n1nc(NCc2ccc(OC)cc2)nc1NCc1ccc(OC)cc1
 : -10 | -3% | 2% | -2% | -1% | 0.4% | -2% | -4% | i
- Cc1cc(C)cc(NC(=O)c2cc(=O)c3ccccc3o2)c1
 : -22 | 2% | -5% | -16% | 23% | -0.2% | -8% | -6% | i
- Cc1ccc(Cn2c(C(=O)O)cc3sccc32)cc1
 : 17 | 3% | 4% | -19% | -2% | -0.2% | 5% | 5% | i
- O=C(COC(=O)c1nn(CCO)c(=O)c2ccccc12)Nc1ccc(Cl)c(Cl)c1
 : 4 | x | 2% | 3% | -1% | 0.2% | 16% | 5% | i
- Fc1cccc(Cl)c1Cc1noc(/C=C/c2ccccc2)n1
 : -22 | 60%[activator] | -39% | u | -12% | 16µM* | -4% | 0% | i
- CC(=O)Nc1sc(N/N=C/c2ccccc2F)nc1-c1ccc(C)cc1
 : -1 | x | -6% | 17% | 8% | u | 21% | -15% | i
- COC(=O)c1sc2ncn(-n3c(C)ccc3C)c(=O)c2c1C
 : 8 | 3% | -3% | 23% | -19% | 0.3% | -3% | -6% | i
- COc1ccc(C(CNC(=O)c2cccc(S(=O)(=O)Nc3ccc(F)cc3)c2)N2CCCC2)cc1 (stereo not given)
 : -25 | -5% | -75% | 9% | -4% | 5.3% | u | -12% | i
- O=C(Nc1ccc(F)c(Cl)c1)Nc1ccc(Cl)cn1
 : -2 | x | 12% | 10% | 3% | 8.7% | 14% | 7% | i
- CCN(CC)S(=O)(=O)c1cc(-c2nnc(-c3ccc(Br)cc3)o2)ccc1Br
 : u | -26% | -3% | x | 3% | 0.7% | u | 6% | i
- CC1(C)SC(=S)N(NC(=O)Nc2ccccc2)C1N(O)C(=O)Nc1cccc2ccccc12 (stereo not given)
 : -16 | x | -128% | -12% | u | 5.9% | u | -6% | u
- CCC(=O)N1CCc2cc(S(=O)(=O)NCCC(=O)N3CCN(c4ccccc4)CC3)ccc21
 : 14 | -11% | 4% | -9% | -4% | 0.2% | -3% | 0% | i
- Cc1ccc(S(=O)(=O)N2CCCCC2)cc1NC(=O)CCNC(=O)c1ccccc1Cl
 : 11 | x | 3% | x | -1% | -1.4% | x | x | u
- COc1cc([N+](=O)[O-])ccc1NC(=O)CSc1nnc(C)c(C)n1
 : 12 | -10% | -15% | -24% | 2% | 0.0% | -2% | -1% | i
- COc1cc(CNn2nnnc2N)cc(Br)c1OCC(=O)NC(C)(C)C
 : 26 | -4% | 0% | -28% | -20% | -0.5% | -188%[0.0737 µM] | -4% | i

Entries above shown as hits in Nrf2 ARE act.
Structure | IL1B secr inh | TGFb SMAD3 inh | Nrf2 ARE act
Fc1cccc(Cl)c1Cc1noc(/C=C/c2ccccc2)n1 | -22 | -12% | 16µM*

Reformatted: three of the compounds above
| Molecule | IL1B secr inh | ATXN2 expr inh | HepG2 viability | Nrf2 inh | TGFb SMAD3 inh | Nrf2 ARE act | MCF10A rereplic | A549 viability | S2 tox |
| --- | --- | --- | --- | --- | --- | --- | --- | --- | --- |
| COc1cc(/C=C2/NC(=O)N(Cc3ccccc3F)C2=O)cc(OC)c1O | -14 | 9% | -1% | 14% | 4% | 9.4% | u | 0% | i |
| COc1ccc(C(CNC(=O)c2cccc(S(=O)(=O)Nc3ccc(F)cc3)c2)N2CCCC2)cc1 (stereo not given) | -25 | -5% | -75% | 9% | -4% | 5.3% | u | -12% | i |
| O=C(Nc1cc(C(F)(F)F)ccc1N1CCOCC1)c1cn2ccccc2n1 | 24 | -4% | -6% | -26% | -15% | 3.0% | 12% | -18% | i |

High-throughput results: PubChem BioAssay, National Center for Advancing Translational Sciences (NCATS)
